From PubChem
FLuc modulator = inhibits or activates purified firefly luciferase, miR-21 counter-screen; P08659; purified FLuc, Km substrates, luminescence inhibition; Potency, µM (series often up to 57.5 µM), for inactives: at the highest dose activity change, negative = inhibition, actives largely listed as inhibitors; hit rate 6.9% among 360,000; AID 588342;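 also: potency is read from the fitted curve at half-maximal effect; plate controls were vehicle for no effect and reference inhibitor for full effect; nearly all actives have a fitted effect of over 55% in size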
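Purified P. pyralis luciferase, 10 nM final, with Km-level 10 uM D-luciferin and 10 uM ATP in 50 mM Tris acetate pH 7.5, 10 mM Mg acetate, 0.01% Tween-20, 0.05% BSA; 6-point qHTS titration about 60 µM downward; luminescence read.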
NPC1 promoter act = NPC1 promoter activation | hit rate 2.4% among 320,000 | Huh7 NPC1 promoter luciferase reporter, 24 h | Potency, µM (top dose mostly 9.22 µM), inactives show at the highest dose activation, usual class: activators | AID 485313;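 also: potency is read from the fitted curve at half-maximal effect; % of control where 0% means no effect; nearly all actives have a fitted effect of over 60% in size; reporter is driven by a mutant NPC1 promoter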
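Luminescence read-out of NPC1 promoter-driven luciferase in stably transfected Huh7 cells; compounds delivered in DMSO and left 24 h at 37C, 5% CO2, qHTS titration format.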
RORgamma inh = inhibitors of mouse ROR gamma transcriptional activity | P51450 | Drosophila S2 Gal4-RORgamma UAS-luciferase reporter, 20 h | Potency, µM (doses to about 53.6 µM), for the others: at the top dose activity change, negative = inhibition, most hits filed as inhibitors | hit rate 5.4% among 310,000 | AID 2551; also: potency is read from the fitted curve at half-maximal effect; % is scaled to controls: 0 for no effect and ±100 for the full control effect; nearly all actives have a fitted effect of over 60% in size
Target sequence (P51450 whole entry, looked up, the tested form may be a part): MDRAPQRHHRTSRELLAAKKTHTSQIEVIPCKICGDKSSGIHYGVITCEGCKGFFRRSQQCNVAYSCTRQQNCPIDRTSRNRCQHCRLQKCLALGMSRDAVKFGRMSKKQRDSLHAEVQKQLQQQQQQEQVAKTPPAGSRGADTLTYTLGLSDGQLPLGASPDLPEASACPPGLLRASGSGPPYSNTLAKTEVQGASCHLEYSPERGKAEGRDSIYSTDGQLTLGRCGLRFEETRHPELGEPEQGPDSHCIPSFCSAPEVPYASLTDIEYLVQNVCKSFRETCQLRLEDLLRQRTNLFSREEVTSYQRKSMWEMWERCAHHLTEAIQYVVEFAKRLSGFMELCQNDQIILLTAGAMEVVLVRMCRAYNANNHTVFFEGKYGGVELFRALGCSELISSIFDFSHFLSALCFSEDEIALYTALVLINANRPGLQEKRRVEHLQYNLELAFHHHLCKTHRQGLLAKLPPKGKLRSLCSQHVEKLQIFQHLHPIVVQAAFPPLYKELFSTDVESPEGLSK
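Stably transfected Drosophila Schneider cells are the test system, with ROR gamma fused to Gal4 and luciferase under UAS control; luminescence is read after 20 hr of 700 uM copper sulfate induction at ambient temperature.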
FBPA coupling cs = inhibits coupling enzyme system, counter-screen for aldolase hits | coupling enzyme system counterscreen, AmpLite Red fluorescence | activity change, negative = inhibition, % at 58.2 µM, hits read low | hit rate 0.67% among 290,000; in the data active = activity change below about -30%; also: % is scaled to controls: 0 for no effect and ±100 for the full control effect
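Counterscreen of the coupled detection system alone, without aldolase: glyceraldehyde-3-phosphate coupling enzymes plus AmpLite Red readout. Compounds at 57.5 uM final, 10 min RT preincubation, 20 min RT reaction, fluorescence 525/598 nm.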
uPA generation = blocks generation of uPA at the cell surface. AID 540303. hit rate 0.31% among 330,000. cell surface uPA generation assay, qHTS. Potency, µM (top dose mostly 38.3 µM), inactives show top-dose activity change, negative = inhibition, actives largely listed as inhibitors; active = well fitted inhibition curve with a large enough effect; inconclusive = small, poorly fitted or top-dose-only effect; inactive = no such curve, though single readings can be large or run the other way; tested in mouse RAW 264.7 cells; also: potency is read from the fitted curve at half-maximal effect; % is scaled to controls: 0 for no effect and ±100 for the full control effect; nearly all actives have a fitted effect of over 55% in size
Giardia kill = kills Giardia lamblia; Giardia lamblia trophozoite viability; activity change, % at 7.66 µM, hits read low; hit rate 0.15% among 340,000; in the data active = activity change below about -80%; inconclusive = between about -30% and that limit;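 also: parasites exposed to compound for two days anaerobically before the ATP read; % is scaled to controls: 0 for no effect and ±100 for the full control effect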
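Trophozoite viability was measured as ATP-dependent luminescence, read 15-30 min after reagent addition. Before that, parasites at 100 cells/well were exposed to compounds for 48 h, anaerobically, at 37 deg C.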
Tb PFK inh = T. brucei PFK enzyme inhibition. T. brucei PFK, ADP-Glo luminescence. Potency, µM (top dose mostly 57.5 µM), for inactives: at the top dose activity, negative = inhibition, hits mostly inhibitors. hit rate 0.17% among 330,000. AID 485367;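 also: potency is read from the fitted curve at half-maximal effect; 0% = uninhibited 1x PFK enzyme wells and -100% = no-enzyme wells; nearly all actives have a fitted effect of over 60% in size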
Target sequence (O15648 whole entry, looked up): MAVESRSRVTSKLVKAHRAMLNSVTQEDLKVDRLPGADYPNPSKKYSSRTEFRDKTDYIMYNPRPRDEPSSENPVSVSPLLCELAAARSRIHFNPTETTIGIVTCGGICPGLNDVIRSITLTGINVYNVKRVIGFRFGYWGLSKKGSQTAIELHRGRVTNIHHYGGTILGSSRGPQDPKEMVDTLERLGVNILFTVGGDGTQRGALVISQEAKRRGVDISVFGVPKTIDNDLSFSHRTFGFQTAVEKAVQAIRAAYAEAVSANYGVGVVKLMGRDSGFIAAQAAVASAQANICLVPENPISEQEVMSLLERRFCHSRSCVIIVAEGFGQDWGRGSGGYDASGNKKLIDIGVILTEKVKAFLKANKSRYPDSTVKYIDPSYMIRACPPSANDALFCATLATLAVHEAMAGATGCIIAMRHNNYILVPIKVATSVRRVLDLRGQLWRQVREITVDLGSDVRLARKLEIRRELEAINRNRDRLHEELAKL
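Activity is normalized to no-enzyme wells (full inhibition) and 1.25 nM enzyme wells (no inhibition). Reaction: 0.5 mM F6P, 0.1 mM ATP, 45 min RT, ADP-Glo luminescence; concentration-response curves fitted and classed by quality.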
Rab9 promoter act = Rab9 promoter activation | hit rate 2.8% among 320,000 | Huh7 Rab9 promoter-luciferase reporter, luminescence, 24 h | AID 485297 | Potency, µM (titrated, usually from 9.22 µM), for inactives: at the highest dose activation, negative = inhibition, actives largely listed as activators; also: potency is read from the fitted curve at half-maximal effect; % of control where 0% means no effect; nearly all actives have a fitted effect of over 60% in size
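Luminescence from Amplite-detected luciferase (10 minutes, ambient) reports Rab9 promoter activation. Before that, stable Rab9-luciferase Huh7 cells (1500/well, reduced-serum OP-MEM I plus 10% FBS) were exposed to compound for 24 hours at 37C.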
ELG1 genotoxic = induces genotoxicity in HEK293T cells with luciferase-tagged ELG1. HEK293T ELG1-luciferase reporter, luminescence, 16 h. Potency, µM (series often up to 46 µM), without a hit: at the top dose activity change, positive = activation, actives largely listed as activators. hit rate 1.3% among 330,000; also: potency is read from the fitted curve at half-maximal effect; % of control where 0% means no effect; nearly all actives have a fitted effect of over 60% in size
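ELG1-luciferase HEK293T cells, 2,000/well; compound pinned in; 16 hr, 37 °C, 5% CO2; ONE-Glo, 30 min RT; luminescence on CCD imager.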
Gal4-VP16 FLuc = Gal4-VP16 reporter inhibition counter-screen | Drosophila S2 Gal4-VP16 UAS-luciferase, luminescence, 20 h | Potency, µM (highest dose often 53.6 µM), for the others: top-dose activity, negative = inhibition, actives largely listed as inhibitors | hit rate 3.5% among 310,000 | AID 2546;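 also: Gal4-VP16 expression switched on by copper sulfate through the metallothionein promoter; potency is read from the fitted curve at half-maximal effect; % is scaled to controls: 0 for no effect and ±100 for the full control effect; nearly all actives have a fitted effect of over 50% in size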
KCNH2 3.1 block = KCNH2 3.1 (human) potassium channel inhibition; U2OS KCNH2 3.1, thallium flux FluxOr; hits give low values; activity change, % (tested at about 1.8 µM); hit rate 0.95% among 340,000; AID 720553;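 active = maximum activity change below -70%; inconclusive = maximum activity change from -70% to -50%; inactive = maximum activity change above -50%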;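 also: thallium influx rate constant from kinetic fluorescence after stimulation buffer; % is scaled to controls: 0 for no effect and ±100 for the full control effect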
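Kinetic fluorescence (2 min after stimulation buffer) measures Tl+ influx through KCNH2 3.1 expressed by viral transduction in U2OS cells; the rate constant is normalized against DMSO controls serving as positive and negative references.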
Numbers without * were called inactive; ? = inconclusive; . = not tested or not shown; & = joins results of further samples; [ ] = another dose, or the depositor's remark. Unless noted, calls follow the shape of the dose curve; as a rule, active = well fitted curve in the direction sought with a large enough effect; inconclusive = small, poorly fitted or top-dose-only effect, or another doubt; inactive = no such curve, though single readings can be large; an effect the other way counts as inactive or inconclusive. An unsorted share of the library; any-hit rate near 14%.

#	compound	Rab9 promoter act	NPC1 promoter act	FLuc modulator	KCNH2 3.1 block	RORgamma inh	Tb PFK inh	ELG1 genotoxic	Giardia kill	uPA generation	FBPA coupling cs	Gal4-VP16 FLuc
1	COc1ccc(N2CCN(S(=O)(=O)CCNC(=O)COc3cccc(OC)c3)CC2)cc1	2.1%	-2.6%	1.0%&-1.7%	17.4	-1.5%	1.3%	-4.4%	?	0.3%	-1.8	7.3%
2	Cc1c(NC(=O)CSc2nnc(-c3ccco3)n2-c2ccccc2)c(=O)n(-c2ccccc2)n1C	-0.8%	-1.8%	2.2%	-0.9	3.8%	-3.2%	6.3%	37.0[activator]	9.9%	3.8	3.3%
3	O=C(CSc1nc(-c2ccccc2Cl)ns1)NCc1ccc2c(c1)OCO2	1.5%	-0.5%	-13.4%	-16.1	-9.7%[10 µM]	2.1%	-0.8%	-1.5	3.9%	0.2	-2.2%
4	NS(=O)(=O)c1ccc(NC(=O)NC2CC(=O)N(c3ccc4c(c3)OCCO4)C2)cc1 (centres undefined)	-6.0%	2.3%	2.7%	16.5	.	0.0%	0.7%	-0.8	3.0%	.	.
5	CC1(C)C(=O)Nc2ccccc2N1C(=O)COC(=O)CSc1ccc(F)cc1	-3.8%	-2.5%	2.8%	-0.3	.	-5.9%	-0.7%	7.6	-9.3%	.	.
6	CCOC(=O)c1c(NC(=O)C[n+]2ccc(Cc3ccccc3)cc2)sc(C)c1C	1.4%	-1.6%	-3.6%	-2.2	?	-7.2%	-6.4%	11.8	-1.1%	-17.8	?
7	Cc1cccc(C2Nc3ccccc3C(=O)N2c2ccccc2)n1 (centres undefined)	10.0%	15.4%	3.7%	-3.9	-2.3%	?	0.0%	3.4	-14.5%	3.2	-7.2%
8	CCOC(=O)C1NN=C(C(=O)c2ccccc2)C1c1ccccc1 (centres undefined)	9.3%	4.2%	0.1%	-2.0	?	-14.5%	1.1%	1.0	5.1%	0.2	-14.0%
9	CN(C(=O)c1ccccc1)c1nccnc1C#N	13.1%	0.6%	-2.2%	-18.0	2.4%	-1.8%	-4.6%	-7.8	-5.9%	-2.2	6.1%
10	Cc1ccccc1-n1nnnc1SCc1cc(=O)n2ccsc2n1	5.3%	-2.4%	-3.3%	-7.4	?	-5.2%	-0.3%	17.8	-34.8%	1.5	-1.3%
11	CN(C)c1ccc(C2(c3ccc(N(C)C)cc3)OC(=O)c3cc(N)ccc32)cc1	-7.2%[1.84 µM]	-0.7%	1.2%	-2.7	13.4%	-1.4%	-3.1%	14.0	-0.2%	0.0	7.4%
12	CC(C)n1nnnc1SCC(=O)NCCc1ccccc1	-9.3%	-0.2%	-11.9%	8.7	6.3%	-2.1%	5.4%	-15.4	3.8%	0.1	18.7%
13	CSCC[C@H](NC(=O)N1CCn2c1nc1ccccc12)C(=O)NCc1ccc(F)cc1	7.9%	-7.9%	-3.0%	-4.2	-3.1%	0.8%	-1.1%	18.0	5.0%	.	-21.5%
14	COc1ccc(C(=O)Nc2cccnc2Sc2ccc(Cl)cc2)cc1	13.7%	17.5%	?	-4.3	36.4%	0.1%	4.3%	19.0	6.1%	0.8	21.7%
15	NC(=O)N1CC(O)CC1C(=O)Nc1ccc(Cl)c(Cl)c1 (centres undefined)	-18.1%	-6.8%	4.6%	3.9	-0.5%	-3.9%	1.1%	-9.1	2.9%	-0.6	-3.8%
16	COc1ccc(C(=O)/C=C/c2cccc(OCc3ccccc3)c2)cc1CSCC(=O)O	-7.7%	-2.1%	-12.4%	0.0	-36.5%	-6.5%	-7.0%	2.7	?	13.2	?
17	COc1ccc(S(=O)(=O)N(C)C)cc1NC(=O)CSc1ncccn1	0.7%	-2.7%	0.8%	-9.2	9.1%	-3.4%	2.9%	-2.9	-0.1%	5.7	-5.6%
18	CC(C)C(=O)NS(=O)(=O)c1ccc(NS(C)(=O)=O)cc1	-1.5%	0.6%	5.9%	-4.7	-1.4%	0.6%	-0.7%	-3.6	-8.8%	3.5	-1.4%
19	CC(C)(C)c1ccc(NC(=O)C2=CN3CCS(=O)(=O)N=C3C=C2)cc1	0.1%	-0.3%	15.1µM*	7.9	.	4.0%	-0.3%	30.7[activator]	-6.2%	.	.
20	COc1ccc(NC(=O)c2ccc3c(c2)OCO3)cc1S(=O)(=O)N1CCOCC1	.	.	.	14.8	.	0.1%	-6.4%	-15.8	-27.1%	.	.
21	CC(CN1CCN(C)CC1)OC(=O)c1ccccc1 (centres undefined)	3.5%	2.3%	-1.4%	5.5	-18.4%	1.3%	2.1%	-3.7	2.5%	2.0	-0.4%
22	COc1ccc(-c2cc(=O)oc3c(C)c(OCC(=O)NCC4CCC(C(=O)O)CC4)ccc23)cc1 (centres undefined)	0.7%	1.2%	-2.9%	-1.2	1.8%	-2.7%	3.1%	-1.1	-7.4%	7.2	4.4%
23	CC(=O)NC1C(Oc2ccc(C=O)cc2)OC(COC(C)=O)C(OC(C)=O)C1OC(C)=O (centres undefined)	-15.4%	-3.4%	1.8%	-15.4	9.3%	-0.4%	0.1%	0.2	-4.3%	2.8	2.1%
24	CSc1ccccc1C(=O)Nc1ccc(S(=O)(=O)NC2=NCCCCC2)cc1	0.1%	-0.4%	0.0%	3.8	.	-1.9%	0.0%	1.2	12.7%	.	.
25	CSc1n[nH]c(=O)n1C1CCCCC1	-1.5%	2.0%	-1.8%	1.9	19.7%	-0.2%	-0.1%	-5.4	-8.6%	-0.2	1.6%

#	compound	Rab9 promoter act	NPC1 promoter act	FLuc modulator	KCNH2 3.1 block	RORgamma inh	Tb PFK inh	ELG1 genotoxic	Giardia kill	uPA generation	FBPA coupling cs	Gal4-VP16 FLuc
26	CCCS(=O)(=O)N1CCC(C(=O)NCCN2CCCC2)CC1	-7.5%	-4.8%	-0.7%	-3.2	-41.0%	-7.8%	-1.5%	13.3	-1.2%	0.5	1.3%
27	Cc1ccc(Cn2nc(C)c(NC(=O)CCCn3nc([N+](=O)[O-])c(Cl)c3C)c2C)cc1	-1.2%	-1.1%	3.7%	-7.6	12.3%	-4.7%	-6.0%	7.9	2.1%	9.2	-4.1%
28	CC(C(=O)O)N1C(=O)CSC1=S (centres undefined)	-6.0%	-1.8%	1.5%	-8.0	-9.8%	13.2%	-1.1%	-0.7	1.8%	2.6	-5.3%
29	O=C(CSc1ccccn1)Nc1ccc2c(c1)OCCO2	2.51µM*	3.98µM*	8.49µM*	1.2	17.5%	-5.2%	?	3.0	-2.4%	-5.8	21.3%
30	C[C@H](CO)N1C[C@H](C)[C@@H](CN(C)Cc2ccc(C(=O)Nc3ccccc3N)cc2)Oc2c(NC(=O)C3CCCCC3)cccc2C1=O	.	.	.	-3.9	.	-0.2%	-0.3%	-25.0	?	.	.
31	COCCNC(=O)c1oc2ccc3c(c2c1C)C(O)CC(C)(C)O3 (centres undefined)	4.3%	7.6%	-0.4%	16.9	9.1%	2.0%	5.9%	3.0	-40.1%	-2.2	8.5%
32	Cc1ccc(C)c2[nH]c(=O)c(CCNS(=O)(=O)c3ccccc3)cc12	0.4%	-0.3%	3.3%	14.9	-0.3%	-1.2%	2.6%	-5.8	23.5%	0.0	1.2%
33	CCC(c1nnnn1C(C)C)N1CCN(C2CCCC2)CC1 (centres undefined)	-0.5%	0.3%	1.3%	-4.8	8.5%	-2.7%	-0.9%	11.8	1.4%	2.2	-0.6%
34	CCOC(=O)/C(=N/Nc1ccccc1OC)N1CCCc2ccccc21	-1.4%	-0.1%	3.1%	5.3	-6.1%	1.3%	-5.6%	13.6	7.1%	0.4	6.0%
35	COCCC(=O)N1CCC(Oc2ccc(C(=O)NC3CCCCC3)cc2)CC1	-0.2%	-0.2%	-1.6%	-5.6	0.1%	1.9%	-0.4%	-13.0	-11.0%	1.1	6.2%
36	CC1=C([N+](=O)[O-])C(c2ccc(Cl)cc2)NC(=O)N1C (centres undefined)	8.1%	-1.1%	0.5%	-3.6	-15.5%	0.4%	-0.1%	21.3	-3.0%	1.0	-0.8%
37	CCn1c(=O)c([N+](=O)[O-])c(N2CCOCC2)c2ccccc21	-3.0%	-1.7%	-2.4%	-5.7	-10.3%	-0.7%	0.6%	8.5	-2.2%	4.3	-8.1%
